# Source: PubChem (several laboratories)
# TNAP activators: stimulation of alkaline phosphatase TNAP activity – biochemical, luminescent, no phosphate acceptor, uHTS, primary screen (AID 1001); purified TNAP, luminescent activation assay, no phosphate acceptor; higher activation fold means a stronger effect; actives 0.03% (n = 200,000); one-dose activation fold at 20 µM; EC50 in µM for titrated hits; in the data active = activation fold from about 3, or a potency from the dose series; inactive = the rest, 99 in 100 with activation fold below about 1.6; note: many of its hits are not listed in these tables
# human PMI inhibitors: MPI inhibition at elevated mannose 6-phosphate – biochemical, fluorescence intensity, high mannose 6-phosphate, primary screen (AID 1220) | recombinant PMI enzyme, coupled fluorescence intensity; higher % means a stronger effect | inhibition, % at 20 µM; hits with a dose series show IC50 in µM | actives 0.66% (n = 190,000)
# XIAP antagonists: XIAP antagonists, biochemical, IAP family, fluorescence polarization (AID 1018); XIAP BIR domain, fluorescence polarization peptide displacement; higher % means a stronger effect; one-dose displacement, % at 20 µM; IC50 in µM for titrated hits; actives 0.007% (n = 200,000); in the data active = displacement above about 50%; note: a part of the inactive calls stands beside numbers as strong as those of hits
# Myeloid diff 2: compounds promoting myeloid differentiation; ER-HoxA9 myeloid progenitors, lysozyme-GFP differentiation, flow cytometry; calls only at 10 µM; actives 1% (n = 360,000);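 active = normalized GFP-positive differentiation at or above the plate's own cutoff, the solvent-only control mean plus 3 SD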;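 note: cells exposed to compound for four days before flow analysis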
# LYP inhibition: PTPN22 lymphoid phosphatase activity blockers – biochemical, fluorescence intensity, uHTS (AID 1779) | recombinant LYP phosphatase, fluorescence intensity; higher % means a stronger effect | actives 0.054% (n = 290,000) | inhibition, % at 11.5 µM, or IC50 in µM where a hit was titrated;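 note: plate controls were vehicle with enzyme for no effect and no enzyme for full effect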
# human PMI inhibition: MPI enzyme activity inhibition – biochemical, fluorescence intensity, coupled assay, primary screen (AID 1209) | purified PMI enzyme, coupled fluorescence intensity; higher % means a stronger effect | inhibition, % at 20 µM; hits with a dose series show IC50 in µM | actives 0.42% (n = 190,000);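 note: plate controls were DMSO vehicle for no effect and wells lacking substrate for full effect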
# M1AAP inhibition: malaria alanyl aminopeptidase activity blockers – biochemical, fluorogenic H-Leu-NHMec substrate, 1536-well (AID 1445); recombinant M1AAP, H-Leu-NHMec fluorogenic kinetic assay; higher % means a stronger effect; actives 0.42% (n = 220,000); inhibition, % at 30 µM, or IC50 in µM where a hit was titrated;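 active = primary inhibition above the hit cutoff, then over 50% inhibition at one or more dose response concentrations, cut at about 23% in these data, passing the limit was not always enough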;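 note: plate controls were DMSO full reaction for no effect and no enzyme background for full effect; strong numbers were not always called active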
# CSM14.1 death rescue: protection against thapsigargin-triggered cell killing – 384-well, CSM14.1, ATP luminescence, primary screen (AID 1222); CSM14.1 thapsigargin-induced death rescue, ATP luminescence; higher % means a stronger effect; one-dose cellular ATP content (survival), % at 20 µM; EC50 in µM for titrated hits; 190,000 tested, under 10 active;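 active = EC50 below 50 µM in the dose-response confirmation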;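 note: death triggered by thapsigargin at about 15 µM added after 2 h compound pretreatment; cell ATP read after overnight thapsigargin exposure of roughly 18 to 22 hours; normalized against plate controls of thapsigargin alone and 5% DMSO vehicle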
# M17LAP inhibition: P. falciparum M17LAP inhibitors, primary screen, biochemical, fluorogenic H-Leu-NHMec substrate, 1536-well (AID 1619); actives 0.38% (n = 220,000); inhibition, % at 30 µM; hits with a dose series show IC50 in µM; recombinant M17LAP, H-Leu-NHMec fluorogenic kinetic assay; higher % means a stronger effect;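 active = compound inhibiting the enzyme by more than half at any dose during confirmatory dose-response retesting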;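 note: plate controls were full reaction with DMSO carrier for no effect and no enzyme background for full effect; strong numbers were not always called active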
# Myeloid diff 2 GFP+ MAC1+ %: recorded beside Myeloid diff 2, whose call it bears; GFP+ MAC1+ double positive, %; measured here: differentiation confirmed by MAC1 staining
# * = called active by the depositor; i = inactive; / = not tested or not shown; + = active, no number. Cut-off read from the data, not from the text of the source, unless noted: active = inhibition above about 50%; inactive = the rest.
SMILES,TNAP activators,human PMI inhibitors,XIAP antagonists,Myeloid diff 2,Myeloid diff 2 GFP+ MAC1+ %,LYP inhibition,human PMI inhibition,M1AAP inhibition,CSM14.1 death rescue,M17LAP inhibition
Cc1cccc(-c2nsc(SCC(=O)Nc3cc(C)on3)n2)c1,1.1,1%,-5.5%,i,1.5,-6%,8%,2%,-0.2%,5%
O=C(Nc1cccc(NC(=O)c2sc3ccccc3c2Cl)c1)c1ccco1,1.2,-4%,-8.6%,i,0.7,-6%,10%,1%,-0.3%,19%
Cc1nc(NC2=NCN(C3CCCCC3C)CN2)nc2ccccc12 (stereo not drawn),0.9,6%,-3.4%,/,/,-7%,10%,8%,-1.0%,9%
CCOC(=O)c1sc(NC(=O)CSc2nc(-c3ccco3)cc(C(F)(F)F)n2)c(C#N)c1C,1.1,0%,-5.5%,i,1.7,-1%,6%,7%,/,-7%
CCOc1ccc(-n2c(=O)c3c4c(sc3n(CC(=O)NCC3CCCO3)c2=O)CCCC4)cc1 (stereo not drawn),1.1,-4%,-5.4%,i,0.9,-6%,0%,0%,-0.1%,14%
CCOC(=O)c1c(-c2ccc(C)cc2)csc1/N=C/N(C)C,1.1,19%,-9.7%,i,1.2,-1%,12%,15%,/,1%
O=C(CSCc1c(F)cccc1Cl)NCc1ccco1,1.1,13%,-9.3%,i,4.8,0%,15%,0%,-2.1%,-1%
Cc1ccc(NC(=O)Nc2ccc3c(c2)nc(C)n3C)cc1,1.1,-3%,-3.1%,i,0.1,-5%,1%,0%,0.2%,-1%
COC(=O)c1ccc(/C=C2/SC(=S)N(CCCC(=O)Nc3ccccn3)C2=O)cc1,1.1,0%,-3.1%,i,0.2,0%,0%,4%,0.6%,-7%
CS(=O)(=O)N(CC(=O)NCCSC1CCCCC1)c1ccc2c(c1)OCO2,1,5%,-2.1%,i,0.7,8%,7%,4%,-2.6%,4%

# 3 compounds already listed, sorted by length of the SMILES, rising:
SMILES,TNAP activators,human PMI inhibitors,XIAP antagonists,Myeloid diff 2,Myeloid diff 2 GFP+ MAC1+ %,LYP inhibition,human PMI inhibition,M1AAP inhibition,CSM14.1 death rescue,M17LAP inhibition
O=C(Nc1cccc(NC(=O)c2sc3ccccc3c2Cl)c1)c1ccco1,1.2,-4%,-8.6%,i,0.7,-6%,10%,1%,-0.3%,19%
CS(=O)(=O)N(CC(=O)NCCSC1CCCCC1)c1ccc2c(c1)OCO2,1,5%,-2.1%,i,0.7,8%,7%,4%,-2.6%,4%
CCOc1ccc(-n2c(=O)c3c4c(sc3n(CC(=O)NCC3CCCO3)c2=O)CCCC4)cc1 (stereo not drawn),1.1,-4%,-5.4%,i,0.9,-6%,0%,0%,-0.1%,14%

# Following part.
SMILES,TNAP activators,human PMI inhibitors,XIAP antagonists,Myeloid diff 2,Myeloid diff 2 GFP+ MAC1+ %,LYP inhibition,human PMI inhibition,M1AAP inhibition,CSM14.1 death rescue,M17LAP inhibition
C(CNC1C2CC3CC(C2)CC1C3)CN1CCOCC1 (stereo not drawn),/,/,/,i,0.0,-5%,/,-2%,/,8%
CCC(=O)Nc1sc2c(c1C(N)=O)CCC2,1.2,-4%,-1.2%,i,1.4,-10%,-8%,18%,0.8%,9%
O=C(Nc1ccc(N2CCCC2)cc1)c1cccc(F)c1,1.1,26%,-2.1%,i,0.9,3%,28%,9%,/,-1%
COc1cccc(NC(=O)c2csc3c2CCCC3)c1,1.1,16%,-4.7%,i,0.2,-4%,18%,9%,-2.1%,1%
Cn1cc(Br)c(C(=O)Nc2c(F)c(F)c(F)c(F)c2F)n1,1.1,-7%,-1.6%,i,0.4,-6%,-6%,1%,-0.6%,4%
CN(CC(=O)NC(=O)NCc1ccccc1)Cc1ccc(Cl)cc1,1.1,9%,-0.6%,i,0.5,-1%,13%,-8%,-0.8%,-1%
Cc1c(Cl)cccc1NC(=O)CNc1cccc(S(=O)(=O)N(C)C)c1,1.1,7%,-6.4%,i,0.5,-2%,22%,11%,-1.9%,11%
ONc1cccnc1-n1nc(C(F)(F)F)cc1C(F)(F)F,1,68%*,-2.4%,/,/,-11%,42%,6%,-0.8%,3%
CCC(=O)N(CCN1CCOCC1)Cc1cc2cc3c(cc2nc1Cl)OCO3,1,-7%,-6.8%,i,0.2,-6%,-1%,1%,0.8%,17%
COC(=O)c1cccc(-n2c(C)cc(C=O)c2C)c1C,1.1,-3%,-72%,i,0.0,-1%,1%,6%,-0.9%,6%

# Look-ups from the entries so far:
# For human PMI inhibition, COc1cccc(NC(=O)c2csc3c2CCCC3)c1 shows 18%
# For M17LAP inhibition, CCC(=O)N(CCN1CCOCC1)Cc1cc2cc3c(cc2nc1Cl)OCO3 shows 17%

# New compounds follow:
SMILES,TNAP activators,human PMI inhibitors,XIAP antagonists,Myeloid diff 2,Myeloid diff 2 GFP+ MAC1+ %,LYP inhibition,human PMI inhibition,M1AAP inhibition,CSM14.1 death rescue,M17LAP inhibition
CCc1ccc(C2=NN(S(C)(=O)=O)C(c3cccs3)C2)cc1 (stereo not drawn),1.2,4%,-79%,+,7.8*,-3%,10%,8%,-1.8%,11%
O=C(CN1C(=O)CCC1=O)NCC12CC3CC(CC(C3)C1)C2,1.1,-5%,-9.7%,i,0.6,-4%,14%,12%,0.8%,-1%
CCOc1ccc(C(=O)N2CCN(c3ccccc3)CC2)cc1OCC,1.1,15%,-2.2%,i,3.2,4%,13%,3%,-0.1%,2%
COc1ccc(N(CC(=O)Nc2cccc(C)c2C)S(=O)(=O)c2c(C)[nH]c(=O)[nH]c2=O)cc1,/,/,/,i,0.3,-2%,/,1%,/,8%
Cn1c(CSc2nc3ccccc3n2C)nc2ccccc21,1.1,-3%,-4.9%,i,1.3,-8%,-2%,-4%,-1.6%,9%
O=C(C1=NN[C@@H]2C(=O)N(c3cccc(F)c3)C(=O)[C@H]12)c1ccc2ccccc2n1,1.3,-4%,-7.5%,i,0.8,-4%,2%,5%,0.1%,10%
O=S(=O)(Cc1ccccc1)c1cnc2ccccc2n1,1,6%,-3.7%,i,0.8,-3%,11%,1%,2.3%,6%
COC(=O)C(C)Sc1nnc(Cc2cc(=O)[nH]c(=O)[nH]2)n1-c1ccc(OC)cc1 (stereo not drawn),1.1,3%,-2.1%,i,1.4,-7%,8%,2%,0.3%,8%
O=S(=O)(NCc1ccccc1)NCc1ccccc1,1.1,-6%,-0.5%,i,0.4,-5%,-5%,0%,-0.6%,7%
CCc1nnc(NC(=O)CSc2ccc(-c3ccc(F)cc3)nn2)s1,1.1,2%,-4.7%,/,/,-7%,-6%,3%,3.2%,-1%
C/C(N)=C(/C#N)C(=O)CSc1nc2ccccc2c(=O)n1-c1ccccc1C,1,12%,-10%,i,0.3,-2%,12%,9%,-0.5%,-2%
CC(C)C(=O)OC/C(O)=C(\C#N)c1nc2ccccc2[nH]1,1.2,27%,-13%,i,0.7,-1%,2%,-1%,-1.4%,5%
Cc1cc(=O)oc2cc(OCC#N)ccc12,1.2,4%,-1.4%,i,0.6,0%,3%,-10%,/,-12%
COC(=O)c1ccccc1S(=O)(=O)N(Cc1ccco1)Cc1cc2cc(OC)ccc2[nH]c1=O,1.1,12%,-1.0%,i,1.2,0%,12%,14%,-3.7%,16%
CC1(C)CN(c2cccc(-c3ccnc4ncnn34)c2)C1=O,1.1,7%,-0.6%,i,0.8,-4%,6%,-17%,0.8%,-1%
NC(=O)c1ccc(NC(=O)COC(=O)C2(c3cccc(F)c3)CCCC2)cc1,1.1,18%,-4.9%,i,0.4,-2%,18%,2%,0.6%,10%
O=C(CCCn1c(=O)[nH]c2cc(Cl)ccc2c1=O)NCCCN1CCN(c2ccc(F)cc2)CC1,1,-1%,-8.3%,i,0.1,-11%,-4%,-2%,-0.6%,3%
CC(=O)N/C(=C/c1ccccc1)C(=O)NCCO,1.1,10%,-4.2%,i,0.9,-8%,-1%,-3%,-0.1%,-2%
CC(=O)c1cn(CCC(C)C)c(=O)[nH]c1=O,1.1,-1%,-1.2%,i,0.2,-3%,-7%,2%,1.4%,8%
CCOC(=O)c1nnn(-c2nonc2N)c1CNc1ccccc1,1.1,13%,-4.1%,i,1.9,-2%,14%,10%,-1.6%,-1%
O=C(Nc1ccc(Cl)c(Cl)c1)N(CCCN1CCOCC1)Cc1cccnc1,/,/,/,i,0.3,-8%,/,-4%,/,0%
CCn1c(COc2cccc(C)c2)nnc1SCC(=O)Nc1cccc(C(=O)O)c1,1.1,-6%,0.3%,i,0.5,-3%,5%,37%,-3.9%,-46%
COC(=O)c1ccc(OC(=O)CCN2C(=O)C3CCCCC3C2=O)cc1 (stereo not drawn),1.1,-4%,-0.8%,i,0.2,-5%,4%,1%,-3.5%,-1%
O=C(COc1ccccc1)Nc1nnc(-c2ccccc2)o1,1.2,12%,-4.3%,i,1.1,-8%,0%,7%,1.6%,14%
COc1cc(CN2CC(C)CC(C)C2)cc([N+](=O)[O-])c1O (stereo not drawn),1,25%,-1.0%,i,0.5,-2%,12%,5%,-2.6%,2%
CCOc1ccc(N(CC(=O)N2CCN(c3ccccc3)CC2)S(=O)(=O)c2c(C)noc2C)cc1,1.1,4%,-3.5%,i,1.6,-7%,3%,1%,-0.8%,-2%
O=C(NCC1COc2ccccc2O1)c1ccc(Cl)cc1 (stereo not drawn),1.1,3%,-3.9%,i,0.3,-8%,8%,6%,1.5%,12%
CCCCCCCCc1nc(=S)[nH][nH]1,2.2,5%,-5.5%,i,0.6,2%,9%,-15%,12%,26%
O=C(NCc1cccnc1)C(=O)Nc1ccc([N+](=O)[O-])cc1,1.1,-8%,0.4%,i,0.2,-4%,-7%,9%,-0.4%,5%
CC(C)(C)S(=O)(=O)/C(C#N)=C/c1sccc1C1OCCO1,/,/,/,i,0.4,-8%,/,7%,/,2%
CN(Cc1ccon1)C(=O)CC1C(=O)NCCN1CC1CCCCC1 (stereo not drawn),1.1,20%,-4.1%,i,0.7,-3%,8%,-8%,0.7%,-14%
Cc1nnc(C)n1N1C(=O)c2cccc3cccc(c23)C1=O,1,6%,-7.9%,i,6.8,-4%,8%,3%,-0.7%,-3%
CCc1ccc(C(=O)NNC(=O)CCN2CCN(Cc3ccccc3)CC2)cc1,1.2,11%,-3.4%,i,0.1,-8%,9%,2%,1.1%,5%
CN1N=C(C(F)(F)F)CC1=O,1,-1%,-0.3%,i,0.2,-8%,-8%,9%,-0.1%,-3%
CC(=O)c1c(C)[nH]c(C(=O)COC(=O)CCSc2ccccc2)c1C,1,-3%,-4.1%,i,0.0,-3%,6%,1%,0.3%,-2%
COc1ccc(C(CC(=O)Nc2cc(OC)cc(OC)c2)n2cccc2)cc1 (stereo not drawn),1.3,12%,-2.5%,i,0.2,3%,24%,8%,-0.7%,2%
C/C(=N\N1CCN(c2ccccc2)CC1)c1cccs1,/,/,/,i,0.2,-4%,/,-4%,/,0%
NNC(=O)C1CC1(c1ccccc1)c1ccccc1 (stereo not drawn),/,/,/,i,0.5,-5%,/,4%,/,6%
CCN1c2cccc3cccc(c23)S1(=O)=O,1.1,-25%,-18%,i,3.4,-6%,-9%,-5%,-1.9%,-27%
